Furin inhibitor – inhibitors of human furin; purified furin, fluorogenic substrate cleavage; inhibition, % at 30 µM; P09958; actives 0.061% (n = 220,000); in the data active means inhibition above about 25%; further: inactives centre near -15
Target sequence (P09958 108-714 limits assumed): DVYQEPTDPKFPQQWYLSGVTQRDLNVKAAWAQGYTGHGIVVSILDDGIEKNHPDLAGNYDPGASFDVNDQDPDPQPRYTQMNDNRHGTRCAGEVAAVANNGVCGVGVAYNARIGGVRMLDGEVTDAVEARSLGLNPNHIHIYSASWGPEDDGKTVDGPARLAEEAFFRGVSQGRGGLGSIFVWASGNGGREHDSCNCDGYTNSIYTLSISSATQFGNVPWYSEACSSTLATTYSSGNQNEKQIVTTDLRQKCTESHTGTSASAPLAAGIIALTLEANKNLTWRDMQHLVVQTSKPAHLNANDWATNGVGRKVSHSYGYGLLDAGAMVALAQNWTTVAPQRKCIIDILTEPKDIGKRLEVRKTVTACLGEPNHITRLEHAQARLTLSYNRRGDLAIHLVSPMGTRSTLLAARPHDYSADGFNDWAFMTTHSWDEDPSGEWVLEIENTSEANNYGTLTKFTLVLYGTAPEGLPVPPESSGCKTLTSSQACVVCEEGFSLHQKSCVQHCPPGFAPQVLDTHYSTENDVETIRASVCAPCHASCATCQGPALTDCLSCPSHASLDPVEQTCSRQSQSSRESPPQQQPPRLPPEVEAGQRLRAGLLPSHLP
RBBP9 inh – inhibitors of human serine hydrolase RBBP9 | O75884 | recombinant RBBP9, FP-Rh probe fluorescence polarization | inhibition, % at 7.94 µM | actives 0.2% (n = 220,000) | AID 1515;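 active means inhibition above the campaign mean of all tested compounds plus 3 SD, cut at about 14% in these data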;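 further: plate controls were DMSO wells with RBBP9 for no effect and wells lacking RBBP9 protein for full effect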
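Material: RBBP9 protein. Amount: RBBP9 at 2.5 µM in dispensed solution, before mixing. Schedule: 30 min then 45 min, 25 °C. Medium: Tris buffer pH 8.0, NaCl, Pluronic. Measured by: fluorescence polarization. Measure: percent inhibition from mP, scaled between DMSO and no-protein wells. Replication: one well per compound.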
NCF1 inh – blocks human p47phox regulatory protein of NADPH oxidases. P14598. p47phox/p22phox peptide binding, fluorescence polarization, 2 h. inhibition, % at 24.7 µM. actives 0.53% (n = 220,000);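 active means inhibition above about 30%, limit read from the data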;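 further: 0% = p47phox with labelled peptide and 100% = labelled peptide alone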
Target sequence (P14598 whole entry, looked up): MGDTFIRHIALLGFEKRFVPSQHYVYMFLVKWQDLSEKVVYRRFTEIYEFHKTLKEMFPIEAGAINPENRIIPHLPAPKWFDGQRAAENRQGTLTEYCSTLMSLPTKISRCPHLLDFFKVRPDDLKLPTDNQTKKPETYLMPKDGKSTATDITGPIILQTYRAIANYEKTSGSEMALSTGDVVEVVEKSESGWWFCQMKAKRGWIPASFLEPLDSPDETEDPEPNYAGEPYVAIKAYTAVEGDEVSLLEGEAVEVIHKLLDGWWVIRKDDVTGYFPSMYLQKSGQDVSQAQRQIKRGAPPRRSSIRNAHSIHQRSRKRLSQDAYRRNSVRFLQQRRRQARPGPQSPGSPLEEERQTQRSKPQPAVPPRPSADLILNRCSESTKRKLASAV
PPC-1+TRAIL kill – kills PPC-1 cancer cells in the presence of TRAIL; PPC-1 cells + TRAIL, ATPLite viability luminescence; cell killing (% activity), % at 4 µM; actives 0.41% (n = 220,000); AID 1443;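 active means cell killing above 50% in the first pass at 4 µM, then a duplicate retest at 5 µM averaging 50% or more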;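 further: plate controls were cells with TRAIL plus DMSO for no effect and medium-only wells lacking cells for full effect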
BaF3 parental – parental Ba/F3 viability inhibition as JAK2V617F counter-screen; CellTiter-Glo ATP luminescence; inhibition, % at 5.6 µM; actives 1.1% (n = 220,000); AID 1486;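 active means inhibition above a per-campaign cutoff, the mean inhibition of all tested compounds plus 3 SD, cut at about 27% in these data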;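 further: 0% = DMSO wells and 100% = JAK Inhibitor I control wells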
TbHK1 inh – T. brucei hexokinase 1 inhibition. recombinant TbHK1, G6PDH-coupled NADH A340. inhibition, % at 10 µM. actives 0.11% (n = 220,000);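 active means inhibition of 50% or more in the single-dose primary screen; inactive means inhibition below 50%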
Ba/F3 V617F tox – loss of viability in JAK2V617F-driven Ba/F3 cells; Ba/F3 EpoR-JAK2V617F viability, ATP luminescence; inhibition, % at 5.6 µM; actives 1.1% (n = 220,000); AID 1446;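 active means inhibition above the campaign mean plus 3 SD over all tested compounds, cut at about 24% in these data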;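 further: cytokine-independent growth of Ba/F3 cells driven by EpoR plus mutant JAK2; 0% = DMSO-treated cells and 100% = JAK inhibitor I control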
EP2 antag – EP2 receptor (human) inhibition | P43116 | C6 glioma cells expressing human EP2, cAMP TR-FRET; cells stimulated with saturating PGE2 | inhibition, % at 25 µM | actives 0.52% (n = 260,000);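 active means percent inhibition above 40 after rounding to a whole number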;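 further: rat C6 glioma host cells with rolipram phosphodiesterase inhibitor present; the protocol text gives 20 µM as final concentration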
p97 inhibitor – inhibitors of human p97 ATPase; P55072; recombinant p97 ATPase, Kinase-Glo ATP luminescence, 3 h; inhibition, % at 8 µM; actives 0.42% (n = 220,000); in the data active means inhibition above about 15%;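 further: 0% = DMSO vehicle and 100% = wells lacking enzyme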
* marks the source's active call; other numbers are inactive results; · = not tested or not shown; & = joins results of further samples; [ ] = dose if it differs, or a comment. Not all compounds are listed, so the mix of outcomes need not match the whole.

SMILES | Furin inhibitor | RBBP9 inh | NCF1 inh | PPC-1+TRAIL kill | BaF3 parental | TbHK1 inh | Ba/F3 V617F tox | EP2 antag | p97 inhibitor
COC(=O)c1sccc1NC(=O)/C=C/C(=O)O | -2 | 2 | 1 | 4 | -3 | -5 | -4 | 10 | 2
O=C(NCCc1nnc2ccc(NCc3cccnc3)nn12)c1ccccc1F | 1 | -5 | 1 | 4 | 4 | -3 | 0 | 5 | 0
CCCn1c(O)c(N=NC(=O)c2ccco2)c2ccccc21 | 16 | -11 | 6 | 26 | 6 | -3 | 4 | 8 | -5
COCc1nnc(NS(=O)(=O)c2ccc(Br)cc2)s1 | -15[20 µM] | 2 | -8 | 16 | -2 | -3 | -4 | 5 | 3
Cn1c(CCCOc2ccc(Cl)cc2Cl)nnc1SCC(=O)Nc1nccs1 | -12[20 µM] | -2 | -11 | 3 | 4 | -11 | -2 | 5 | -3
O=C(COC(=O)[C@@H]1CC(O)CN1S(=O)(=O)c1ccc2c(c1)OCCO2)Nc1ccccc1F (stereo partly specified) | -19 | -4 | 0 | 6 | 9 | 1 | -2 | 6 | 5
COC(=O)c1ccc(NC(=O)CNC(=O)C2CCCCC2)c(C)c1 | -27[20 µM] | 4 | -4 | 26 | 0 | -5 | -4 | 3 | 5
Cc1ccc(Cl)c(Nc2ccccc2C(=O)O)c1Cl | -2 | -6 | -2 | 7 | 2 | -1 | -3 | 25&23 | 8
Cc1ccc2c(c1)[nH]c1c(=O)n(Cc3ccco3)cnc12 | 6 | -5 | -11 | -5 | -3 | -13 | -3 | 15 | 4
Cc1[nH]nc2c1C(c1ccco1)C(C#N)=C(N)O2 (stereo unspecified) | -23 | -11 | -21 | 40 | 0 | -14 | -1 | 9 | 4
COc1ccc(N2C(=O)CC(N(CCc3ccc(S(N)(=O)=O)cc3)C(=S)Nc3ccccc3)C2=O)cc1 (stereo unspecified) | -16 | -5 | -8 | 4 | 3 | -1 | 4 | 4 | 0
Cc1cc(C)c(C(N)=O)c(NC(=O)Nc2ccccc2)n1 | -20[20 µM] | -8 | -4 | -31 | 0 | 3 | -1 | 5 | -1
CCCCn1nnc(NC(=O)c2ccc([N+](=O)[O-])cc2Cl)n1 | -14 | -6 | 1 | 3 | 2 | -1 | 4 | 8 | -1
CCOC(=O)C1CCCN(c2c(NCCc3cccc(C)c3)c(=O)c2=O)C1 (stereo unspecified) | -14 | 0 | -12 | -9 | 0 | -8 | -3 | 11 | 1
C/C(=N\NC(=O)CSc1nnc(C)s1)c1ccc(Cl)cc1 | -16 | -4 | 0 | 1 | 6 | -3 | 0 | 5 | 3
Cc1cc(C)n2c(SCC(=O)N(C)C3CCS(=O)(=O)C3)nnc2n1 (stereo unspecified) | -23 | -10 | -11 | 6 | 4 | 21 | 0 | 18 | 4
CC(C)(C)CN1C(=O)C(=O)NC[C@H]1Cc1cccc2ccccc12 | -24 | · | -7 | -1 | · | -10 | · | 18 | ·
Cc1cc(C)n(CC2CC(=O)N(c3ccc(Cl)cc3)C2=O)n1 (stereo unspecified) | -32 | 1 | 23 | 11 | -6 | 0 | -3 | 5 | 1
O=C(Cn1nc(-c2ccc(Cl)cc2)ccc1=O)NCc1ccc2c(c1)OCO2 | -23 | -4 | -6 | 12 | 9 | 3 | -1 | · | -4
CCn1cc(C(=O)Nc2ccc(C)c([N+](=O)[O-])c2)cn1 | -25 | 2 | -13 | 14 | -1 | -4 | -3 | 8 | 2
CC(C)CN(C)C(=O)CC1C(=O)NCCN1C (stereo unspecified) | -24 | 2 | 0 | 8 | 6 | 0 | -2 | 14 | 2
CCCCSc1nc2ccccc2[nH]1 | -23 | -3 | -4 | 4 | 0 | -5 | -3 | 6 | 4
O=C1/C(=C/c2cccs2)Sc2ccccc21 | -5 | -9 | -1 | 11 | 2 | -8 | -5 | 7 | 2
O=C(Oc1cccc2cccnc12)c1ccc2c(c1)OCCO2 | -7[20 µM] | -7 | -10 | 24 | 1 | 3 | -1 | 8 | -1
COc1ccc(S(=O)(=O)N(CCCN2CCCC2=O)Cc2cc3c(C)ccc(C)c3[nH]c2=O)cc1 | -24[20 µM] | -7 | -6 | -17 | 4 | -18 | -1 | 10&11 | -3

Rewritten field by field: entries from further up.
SMILES: CC(C)CN(C)C(=O)CC1C(=O)NCCN1C (stereo unspecified)
- Furin inhibitor = -24
- RBBP9 inh = 2
- NCF1 inh = 0
- PPC-1+TRAIL kill = 8
- BaF3 parental = 6
- TbHK1 inh = 0
- Ba/F3 V617F tox = -2
- EP2 antag = 14
- p97 inhibitor = 2

SMILES: CCCCSc1nc2ccccc2[nH]1
- Furin inhibitor = -23
- RBBP9 inh = -3
- NCF1 inh = -4
- PPC-1+TRAIL kill = 4
- BaF3 parental = 0
- TbHK1 inh = -5
- Ba/F3 V617F tox = -3
- EP2 antag = 6
- p97 inhibitor = 4

SMILES: O=C1/C(=C/c2cccs2)Sc2ccccc21
- Furin inhibitor = -5
- RBBP9 inh = -9
- NCF1 inh = -1
- PPC-1+TRAIL kill = 11
- BaF3 parental = 2
- TbHK1 inh = -8
- Ba/F3 V617F tox = -5
- EP2 antag = 7
- p97 inhibitor = 2

SMILES: O=C(Oc1cccc2cccnc12)c1ccc2c(c1)OCCO2
- Furin inhibitor = -7[20 µM]
- RBBP9 inh = -7
- NCF1 inh = -10
- PPC-1+TRAIL kill = 24
- BaF3 parental = 1
- TbHK1 inh = 3
- Ba/F3 V617F tox = -1
- EP2 antag = 8
- p97 inhibitor = -1

Some of the entries above in a different format:
| molecule | Furin inhibitor | RBBP9 inh | NCF1 inh | PPC-1+TRAIL kill | BaF3 parental | TbHK1 inh | Ba/F3 V617F tox | EP2 antag | p97 inhibitor |
| --- | --- | --- | --- | --- | --- | --- | --- | --- | --- |
| Cc1ccc(Cl)c(Nc2ccccc2C(=O)O)c1Cl | -2 | -6 | -2 | 7 | 2 | -1 | -3 | 25&23 | 8 |
| Cc1ccc2c(c1)[nH]c1c(=O)n(Cc3ccco3)cnc12 | 6 | -5 | -11 | -5 | -3 | -13 | -3 | 15 | 4 |

The listing continues:
SMILES | Furin inhibitor | RBBP9 inh | NCF1 inh | PPC-1+TRAIL kill | BaF3 parental | TbHK1 inh | Ba/F3 V617F tox | EP2 antag | p97 inhibitor
CS(=O)(=O)c1ccc(Sc2nc3ccccc3[nH]2)c([N+](=O)[O-])c1 | -14[20 µM] | -4 | -16 | 6 | 6 | -13 | -2 | 9 | 4
CCOC(=O)N1CCC(n2c(SCC(=O)NCCc3ccc(S(N)(=O)=O)cc3)nc3ccccc3c2=O)CC1 | -8 | 6 | -3 | -15 | 4 | -3 | 2 | 2 | 0
Cc1ccc2nc(-c3ccc(NC(=O)c4ccco4)cc3)[nH]c2c1 | -7[20 µM] | -13 | 23 | -1 | 4 | -11 | 5 | 3 | -3
CCOC(=O)CSc1nc2ccccc2n1CC(=O)N1CCN(c2ccccc2)CC1 | -26 | -5 | 3 | 24 | 3 | 6 | -3 | 0 | 3
O=C(COC(=O)c1cc(S(=O)(=O)N2CCCCC2)ccc1N1CCOCC1)NCCc1ccc(F)cc1 | -15 | 7 | -12 | 3 | 1 | -15 | -4 | 0 | 5
Cc1ccc(S(=O)(=O)N2CCC(CN3C(=O)c4cccc5cccc(c45)C3=O)CC2)cc1 | -37 | -12 | 1 | -9 | 8 | -13 | 3 | 14 | -5
N#CC1(NC(=O)COc2ccc3oc4ccccc4c3c2)CCCCC1 | -8 | -14 | 1 | 6 | 9 | -3 | 11 | 6 | -3
O=C(O)CC12CSc3[nH]c(=O)sc3C1c1ccccc1OC2=O (stereo unspecified) | -13 | 5 | 4 | -5 | 1 | 8 | -3 | 13 | 7
CC(=O)c1cccc(NC(=O)c2cc(-c3ccc(F)cc3)on2)c1 | -15 | 0 | -20 | -4 | -3 | -2 | -4 | 9 | 5
Cc1ccc(SCC(=O)N2CC(C)OC(C)C2)cc1 (stereo unspecified) | -26[20 µM] | 0 | 3 | 20 | 2 | -2 | 0 | 4 | 5
Cc1nn(CC(=O)N2CCc3ccccc3C2)c(C)c1[N+](=O)[O-] | -10 | -16 | -4 | 16 | 0 | -4 | 2 | 7 | 0
Cc1ccc(-c2noc(CCC(=O)NCCCN3CCN(c4ccc(F)cc4)CC3)n2)cc1 | -14[20 µM] | -3 | -5 | 20 | 1 | -4 | -4 | 12 | -2
O=C(O)c1ccc(N/N=C/c2ccc(F)c(F)c2)cc1 | 7 | -4 | -18 | 10 | 7 | -48 | 1 | 6 | 2
S=C1NC2(CCCCC2)Cc2ccccc21 | -19 | -5 | -4 | 9 | 2 | -10 | 1 | 13 | -1
O=C(CSC1=NCCS1)NC1CCCC1 | -25[20 µM] | -3 | -12 | 13 | 2 | -5 | 0 | 7 | 4
CCOc1ccc(-c2nc(C#N)c(NCc3ccc4c(c3)OCO4)o2)cc1 | -9 | 0 | -6 | 27 | 4 | -15 | 3 | 11 | -5
Cc1ccc(C)c(NC(=O)CNS(=O)(=O)c2ccccc2)c1 | -19[20 µM] | -7 | -13 | -23 | 1 | 0 | -1 | 4 | 0
COc1ccc(N2CCN(C(=O)CSc3nnc4c5cc(C)ccc5n(C)c4n3)CC2)cc1 | -4 | -7 | -46 | 6 | 3 | -26 | 0 | 0 | 0
CC1CCCN(S(=O)(=O)c2ccc3c(c2)CCN3C(=O)C2CCC2)C1 (stereo unspecified) | -14 | -6 | -19 | 1 | 6 | 2 | -2 | 11 | 4
O=[N+]([O-])c1ccc2c(c1)C(N1CCOCC1)/C(=C/COc1ccc(F)cc1)O2 (stereo unspecified) | -20[20 µM] | -7 | -6 | 3 | 4 | -13 | 3 | 15 | -1
Cc1ccccc1-c1nnc(SCC(=O)Nc2ccc(Cl)cc2)n1N | 6 | 0 | -10 | 3 | -2 | 6 | -3 | 16 | -1
Cc1ccc(N(Cc2cc3cc(C)ccc3[nH]c2=O)C(=O)c2cccs2)cc1 | -15 | -2 | -2 | 7 | 9 | -7 | 3 | 19 | -1
COC(=O)c1cc(NC(=S)NCc2ccc(Cl)cc2)cc(C(=O)OC)c1 | -13 | -23 | -10 | -16 | 6 | 0 | -1 | 10 | 3
Cc1ccc(NCc2n[nH]c(=S)n2Cc2ccccc2)cc1Cl | -23 | -1 | 25 | 13 | 7 | 2 | -2 | 6 | 2
O=c1cc(CSc2ccccc2)nc(-c2ccccc2)[nH]1 | 0 | -5 | -21 | 5 | 3 | 2 | 1 | 11 | 1
CCN(C(=O)c1cc2c(=O)[nH]c3ccc(C)cc3c2s1)c1ccc(OC)cc1 | -25 | -9 | -9 | 7 | -3 | -17 | -2 | 9 | 3

Compound activity from PubChem BioAssay.
